H37Rv inhibition – M. tuberculosis growth inhibition, HTS (AID 449762); one-dose inhibition, % at 25 µM; IC50 in µM for titrated hits; M. tuberculosis H37Rv growth inhibition, 7H9 media; higher % means a stronger effect; actives 0.59% (n = 330,000); in the data active = a potency from the dose series; inconclusive = inhibition above about 70% without an active follow-up result;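 note: bacterial growth assessed after seven days of incubation; strong numbers were not always called active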
M. tuberculosis – growth inhibition of non-replicating M. tuberculosis (AID 488890) | Mycobacterium tuberculosis non-replicating, growth inhibition; higher % means a stronger effect | inhibition, % at 25 µM, or IC50 in µM where a hit was titrated | actives 0.39% (n = 320,000); in the data active = a potency from the dose series; inconclusive = inhibition mostly from about 82% at the one dose, without a potency; inactive = the rest, 99 in 100 with inhibition below about 76%;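 note: plate controls were DMSO cells for no effect and high antibiotic wells for full effect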
PhoP GFP inhibition – PhoP regulon inhibitors, Salmonella typhi PhoP promoter GFP reporter, confirmatory (AID 1850) | actives 0.33% (n = 310,000) | inhibition, % at 50 µM; hits with a dose series show IC50 in µM | Salmonella Typhi PhoP-promoter GFP reporter, fluorescence, 4 h; higher % means a stronger effect; in the data active = a potency from the dose series; inconclusive = inhibition mostly from about 25% at the one dose, without a potency; inactive = the rest, 99 in 100 with inhibition below about 19%;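 note: 0% = induced wells with vehicle and 100% = uninduced wells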
VEEV TC-83 Vero – inhibitors of VEEV TC-83 cytopathic effect, confirmation, Vero cells (AID 588727) | Vero cells, VEEV TC-83 cytopathic effect inhibition; higher % means a stronger effect | inhibition, % at 20 µM, or IC50 in µM where a hit was titrated | actives 0.13% (n = 350,000); in the data active = a potency from the dose series; inconclusive = inhibition mostly from about 14% at the one dose, without a potency; inactive = the rest, 99 in 100 with inhibition below about 12%; note: strong numbers were not always called active
influenza NS1A – H1N1 influenza NS1A inhibitors, functional cell based assay (AID 504329) | actives 0.3% (n = 340,000) | NS1A functional cell-based assay, percent inhibition; higher % means a stronger effect | inhibition, % at 12.5 µM, or IC50 in µM where a hit was titrated; in the data active = a potency from the dose series; inconclusive = inhibition above about 27% without an active follow-up result; note: strong numbers were not always called active
VEEV TC-83 Vero 10K pilot screen – also measured in VEEV TC-83 Vero; calls as there; inhibition, %; measured here: 10K pilot screen inhibition
An asterisk follows results filed as active; i = inactive; ? = inconclusive; . = not tested or not shown.

SMILES	H37Rv inhibition	M. tuberculosis	PhoP GFP inhibition	VEEV TC-83 Vero	influenza NS1A	others
CCC(C)(C)n1nnnc1C(C(C)C)N(CCCO)Cc1cc2cc(C)ccc2[nH]c1=O (stereo not drawn)	2%	54%	4%	1.4%	-1%
COc1ccc(-c2nc(C(=O)NCC3CCCO3)cc3c2[nH]c2ccccc23)cc1 (stereo not drawn)	-9%	4%	-1%	13%	4%
Cc1ccc(C(=O)CCNc2ccc(Br)cc2)o1	-5%	1.8µM*	-2%	i	5%	VEEV TC-83 Vero 10K pilot screen=0.3
CCn1c(=O)c(=O)n(CC)c2cc(S(=O)(=O)Nc3cccc(OC)c3)ccc21	3%	11%	-12%	2.0%	-1%
COc1cccc(N2CCN(S(=O)(=O)c3c(C)[nH]c(C)c3C(=O)N3CCCC3)CC2)c1	1%	-6%	-7%	4.3%	-2%
COc1cccc(CNC(=O)C2CCN(S(=O)(=O)c3ccc4c(c3)NC(=O)CO4)CC2)c1	8%	-16%	1%	0.6%	-1%
CC(O)c1nc2ccccc2n1CCOc1ccccc1 (stereo not drawn)	0%	1%	-24%	i	-2%	VEEV TC-83 Vero 10K pilot screen=0.3
N#C/C(=C\c1cn[nH]c1-c1ccc(Cl)cc1)C(=O)NCc1ccccc1	14%	15%	-1%	9.6%	3%
CSc1ccccc1OCc1cc(C(=O)N(C)CCc2c(C)n[nH]c2C)no1	12%	11%	-23%	2.6%	-10%
Cc1nn(C)c(C)c1NS(=O)(=O)c1c(C)n[nH]c1C	-11%	-3%	.	1.4%	-21%
Cc1ccc(C(=O)NNC(=O)c2csc(N3CCOCC3)n2)o1	0%	-3%	-3%	1.7%	10%
CC1(C(=O)NNC(=O)c2ccc(=O)oc2)CC1Br (stereo not drawn)	-6%	9%	2%	1.8%	.
CCCCC1(CCC)C(=O)NC(=S)NC1=O	.	.	.	2.7%	-18%
COc1ccccc1C(=O)Nc1ccc2c(c1)n(C)c(=O)n2C	3%	20%	6%	10%	-4%
O=C1NCCN(Cc2cccc(Oc3ccccc3)c2)C1CC(=O)N1CCCO1 (stereo not drawn)	2%	-4%	6%	1.3%	-1%
C/C(=N/NC(=O)c1ccc(NC(=O)c2ccc(F)cc2)cc1)c1ccccc1	1%	6%	-2%	6.5%	1%
CCCC1(C(=O)O)NC(c2cccc(OC)c2O)C2C(=O)N(c3ccccc3)C(=O)C21 (stereo not drawn)	-6%	-9%	10%	1.4%	-3%
CC(C)(C)c1cc(-c2ccco2)c(C#N)c(SCC#N)n1	3%	7%	5%	1.0%	-2%
Oc1cccc(C=NNc2ccccn2)c1	.	.	.	2.2%	-20%
O=C(CNCC1CCCO1)Nc1ccccc1-n1cccc1 (stereo not drawn)	-4%	-1%	-3%	0.7%	-6%
O=C(N/N=C/c1ccc(O)cc1)c1cc[n+](Cc2ccccc2)cc1	-5%	21%	-11%	0.3%	0%
CC(C)(C)c1ccc(S(=O)(=O)NCc2ccc(C(=O)NCC3CCCO3)cc2)cc1 (stereo not drawn)	-3%	9%	-8%	i	-4%
C[n+]1cccc(C(=O)NCC2CCCO2)c1 (stereo not drawn)	2%	27%	-8%	0.1%	-1%
COc1cccc(C(=O)N2CCN(Cc3ccccc3[N+](=O)[O-])CC2)c1	2%	26%	-4%	i	2%
C[C@@H](O)C(C(=O)N1CCNCC1)n1cc([C@@H](N)CCCCN)nn1 (stereo partly drawn)	3%	2%	-27%	0.1%	-9%	VEEV TC-83 Vero 10K pilot screen=0.4
CSc1cccc(NC(=O)c2ccccc2N(C)S(C)(=O)=O)c1	2%	-1%	4%	0.5%	-4%
CCc1ccc2c(c1)[C@]1(C(=O)N2)[C@@H]2C(=O)N(Cc3ccccc3)C(=O)[C@@H]2[C@@H]2CCCN21	-3%	16%	-2%	0.3%	-3%
CC(=O)c1sc(NC(=O)c2cccc(C)c2)nc1C	8%	17%	-2%	8.7%	0%
Cc1nnc(Nc2ccccc2)n(N)c1=O	-5%	2%	-2%	1.9%	-7%
CCN(CC)CCN(C(=O)CCOc1ccccc1)c1nc2ccc(F)cc2s1	-9%	4%	20%	0.1%	-7%
CC(=O)c1cnn(-c2cc(Oc3ccc(F)cc3)ncn2)c1C	?	39%	2%	1.3%	-1%
CC1(C)CSC(=NCc2ccccc2)N1C(=O)c1cccc([N+](=O)[O-])c1	7%	0%	-7%	0.5%	-7%
CCC(=O)c1ccc(OCC(=O)NCCc2ccccn2)cc1	-6%	2%	1%	2.1%	0%
CCC(NC(=O)c1cc(COc2ccc(F)cc2Cl)on1)c1ccncc1 (stereo not drawn)	.	.	.	3.5%	-2%
O=C(O/N=C1\CCS(=O)(=O)c2sccc21)c1ccccc1	-1%	33%	5%	1.1%	4%
CN(C)c1ccc(/C=N/n2c(C3CCCCC3)n[nH]c2=S)cc1	11%	-14%	-2%	1.1%	7%
NC(=NCc1ccco1)NC(=O)c1ccccc1	11%	-1%	-1%	i	12%
COc1nc2ccccc2nc1CCC(=O)O	-5%	-2%	-6%	1.1%	-4%
CC1Oc2ccccc2C=C1/C=N\NC(=O)c1cccnc1 (stereo not drawn)	8%	-10%	5%	0.6%	.
Cc1ccc(S(=O)(=O)Nc2c(C)nn(C)c2C)cc1C	-14%	-17%	-1%	0.6%	-3%
O=C1N/C(=N\S(=O)(=O)Cc2ccccc2)S/C1=C/c1cccc([N+](=O)[O-])c1	-2%	19%	19%	4.3%	-2%
COc1cc(CCC(=O)OCC(=O)Nc2cccc(S(N)(=O)=O)c2)cc(OC)c1OC	-4%	-4%	-7%	0.8%	-5%
CC(=O)c1sc(N/N=C\c2ccc(N(C)C)cc2)nc1C	18%	27%	1%	1.1%	-10%
CSc1nnc(NC(=O)c2nc(S(=O)(=O)Cc3ccccc3)ncc2Cl)s1	-3%	74%	2%	10%	-4%
COc1ccc(CCN=C(NS(=O)(=O)c2ccccc2)c2ccccc2)cc1OC	-3%	1%	3%	0.6%	-1%
NC(=S)N=Nc1c(O)n(Cc2ccc(Br)cc2)c2ccccc12	7%	-2%	1%	10.0%	-9%
CCc1nc2nc(C)c(NS(=O)(=O)c3ccc(Br)s3)c(=O)n2[nH]1	-5%	-5%	-13%	i	-9%
COc1ccc(-c2[nH]ncc2CN2CCSCC2)c(OC)c1	-8%	10%	1%	1.2%	-5%
Cc1csc(NC(=O)C(C)N2C(=O)c3ccccc3S2(=O)=O)n1 (stereo not drawn)	-9%	-13%	2%	0.2%	4%
COc1ccc([C@@H]2[C@@H]3C(=O)N(C(C)(C)C)C(=O)[C@@H]3[C@]3(Cc4ccccc4)C(=O)N(c4cccc(Cl)c4)C(=O)N23)cc1	-10%	30%	4%	0.3%	-2%
O=C1Cn2c(nc3ccccc32)N1c1ccccc1F	-5%	-15%	-7%	1.9%	-9%
c1cc2ccc3ccc(-n4cnnn4)c4ccc(c1)c2c34	-6%	16%	-5%	0.1%	-3%
CCOC(=O)c1cccc(Nc2ncnc3ccc(C)cc23)c1	?	54%	-4%	7.7%	-10%
N/C(=N\OC(=O)CCCOc1ccc(Cl)cc1Cl)c1ccncc1	12%	55%	4%	i	8%
Cc1ccc(Nc2c(-c3ccc(N(C)C)cc3)nc3ncccn23)cc1	-7%	0%	0%	3.1%	-1%
CCN(CC)S(=O)(=O)c1ccc(N2CCOCC2)c(NC(=O)c2cc(-c3ccccn3)nc3ccccc23)c1	.	.	.	13%	-1%
COc1ccccc1OCCn1cc(C(=O)c2ccco2)c2ccccc21	2%	64%	-4%	6.0%	1%
O=S(=O)(NC1CN2CCC1CC2)c1ccc(Cl)cc1 (stereo not drawn)	3%	7%	8%	i	8%
CN(CCOc1cccc(C(F)(F)F)c1)Cc1ccccc1	5%	52%	6%	0.2%	-10%
CC(C)OCCCNC(=O)c1cc(-c2cccs2)nc2ccccc12	5%	-5%	7%	6.9%	-9%
Carrying on.
SMILES	H37Rv inhibition	M. tuberculosis	PhoP GFP inhibition	VEEV TC-83 Vero	influenza NS1A	others
CCN(CC)Cc1cc(CC(C(N)=O)C(N)=O)ccc1OC	-8%	-6%	1%	0.8%	-8%
COc1ccc(C(=O)COC(=O)CN2C(=O)c3ccccc3C2=O)c(OC)c1	-9%	-5%	-8%	1.8%	-2%
COc1ccc(CNC(=O)CSc2nc(C)cs2)cc1	7%	17%	3%	5.1%	7%
Cc1nc2cc(NC(=O)c3ccc(Br)s3)ccc2s1	49%	10%	-1%	2.2%	-4%
Cc1nc2ccccc2cc1C(=O)NCc1ccco1	-6%	14%	10%	0.0%	-7%
CS(=O)(=O)N1CCN(Cc2cc(=O)n3ccsc3n2)CC1	6%	-8%	-5%	i	0%
O=c1[nH]nc(SCc2ccccc2)n1C1CC2C=CC1C2 (stereo not drawn)	-6%	13%	6%	i	6%
Cc1cc(OCc2nn[nH]n2)c2c(C)c(Cc3ccccc3)c(=O)oc2c1	-3%	39%	-4%	4.2%	-7%
CCOC(=O)c1ccc(NC(=O)CCS(=O)(=O)Cc2ccccc2)cc1	?	11%	-10%	0.7%	8%
CSc1nsc(/C=C/Nc2ccc(F)cc2)c1C#N	7%	9%	4%	2.8%	3%
COc1cc(CNC[C@H]2O[C@@H](n3cnc(C(N)=O)n3)[C@H](O)[C@@H]2O)ccc1OCc1cccc(Cl)c1	.	.	.	i	4%
CCOC(=O)c1c(NC(=O)Cc2ccccc2)sc2c1CCN(C)C2	1%	-12%	9%	1.4%	1%
COC(=O)c1cccc(NC(=O)CN(c2ccc3c(c2)OCO3)S(C)(=O)=O)c1C	-4%	1%	-9%	1.9%	-4%
Cc1ccc(C)c(C(=O)CN2C(=O)C(=O)N(C3CCCC3)C2=O)c1	6%	7%	.	3.6%	-10%
O=C(CSc1nnnn1Cc1ccccc1)c1ccccc1F	-3%	35%	-9%	5.9%	5%

The closing 3 entries of the part above open the next one:
SMILES	H37Rv inhibition	M. tuberculosis	PhoP GFP inhibition	VEEV TC-83 Vero	influenza NS1A	others
COC(=O)c1cccc(NC(=O)CN(c2ccc3c(c2)OCO3)S(C)(=O)=O)c1C	-4%	1%	-9%	1.9%	-4%
Cc1ccc(C)c(C(=O)CN2C(=O)C(=O)N(C3CCCC3)C2=O)c1	6%	7%	.	3.6%	-10%
O=C(CSc1nnnn1Cc1ccccc1)c1ccccc1F	-3%	35%	-9%	5.9%	5%
CCCCN(C(=O)CCC(=O)OCC(=O)NCc1ccccc1)c1c(N)n(CCC)c(=O)[nH]c1=O	1%	-29%	.	1.7%	-2%
Cc1nn2c(N)c(C#N)cnc2c1-c1ccccc1	0%	18%	-14%	1.5%	0%	VEEV TC-83 Vero 10K pilot screen=4.0
CC(C)C(OC(=O)c1nsc(Cl)c1Cl)C(=O)NCC1CCCO1 (stereo not drawn)	3%	-16%	2%	3.1%	4%
O=[N+]([O-])c1ccc(N2CCN(S(=O)(=O)Cc3ccccc3)CC2)cc1N1CCOCC1	2%	8%	1%	5.7%	19%
NC(=O)c1sc2nc3c(c(-c4cccnc4)c2c1N)CCC3	2%	-4%	-4%	1.4%	-2%
Cc1ccccc1NC(=O)CSc1nc(N)c(C#N)c(-c2cccs2)c1C#N	-2%	6%	-5%	i	5%
CCN(CC)CCN(Cc1cc2cc3c(cc2[nH]c1=O)OCCO3)C(=S)NCC(C)C	1%	40%	-2%	1.3%	1%
CCOC(=O)C1CCCN(CC(=O)Nc2c(F)c(F)c(F)c(F)c2F)C1 (stereo not drawn)	-2%	15%	-1%	0.5%	0%
Cn1c(=O)c2c(nc(NCc3ccc4c(c3)OCO4)n2Cc2ccccc2)n(C)c1=O	-1%	43%	3%	6.0%	3%
Cc1cccc(COc2ccccc2C(=O)OCC(=O)N(C)c2c(N)n(Cc3ccccc3)c(=O)[nH]c2=O)c1	3%	5%	-3%	9.2%	0%
COc1cc(OC)cc(OC(=O)c2ccc3c(=O)n4c(nc3c2)CCC4)c1	?	5µM*	-5%	3.9%	-8%
O=C(N/C(=C\c1ccc(Br)cc1)C(=O)N1CCOCC1)c1ccc([N+](=O)[O-])cc1	4%	11%	1%	0.2%	1%

4 entries drawn at random from the list so far:
SMILES	H37Rv inhibition	M. tuberculosis	PhoP GFP inhibition	VEEV TC-83 Vero	influenza NS1A	others
CC1Oc2ccccc2C=C1/C=N\NC(=O)c1cccnc1 (stereo not drawn)	8%	-10%	5%	0.6%	.
CCC(=O)c1ccc(OCC(=O)NCCc2ccccn2)cc1	-6%	2%	1%	2.1%	0%
CCC(C)(C)n1nnnc1C(C(C)C)N(CCCO)Cc1cc2cc(C)ccc2[nH]c1=O (stereo not drawn)	2%	54%	4%	1.4%	-1%
COc1ccc(-c2[nH]ncc2CN2CCSCC2)c(OC)c1	-8%	10%	1%	1.2%	-5%
